# Screening data (PubChem)
# HSF1 activator: increases HSF-1 driven luciferase reporter signal | activation, % at 9 µM | AID 504408 | NIH3T3-HGL HSF-1 luciferase reporter, MG132, 8 h; 100% = twice DMSO control signal | actives 1.7% (n = 300,000);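 active = mean replicate activation of at least 50% with a set share of replicates each reaching 50%; inconclusive = only one of those two conditions met; inactive = mean below 50% and too few replicates reaching it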;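 note: 0% = median of the neutral control wells and 100% = twice that signal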
# GSK3B inh: human GSK3beta kinase inhibition | P49841 | GST-GSK3beta kinase, ADP-Glo luminescence, 60 min; active compounds read low | activity score (negative = inhibition), % at 10 µM | actives 0.038% (n = 300,000) | AID 2097;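 active = more than half of replicate wells score below -50%, meaning over 50% inhibition versus plate controls; inconclusive = some replicates but at most half score below -50%; inactive = no replicate scores below -50%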;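 note: 0% = median DMSO wells and -100% = median GW8510 positive control wells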
# Target sequence (P49841 whole entry, looked up): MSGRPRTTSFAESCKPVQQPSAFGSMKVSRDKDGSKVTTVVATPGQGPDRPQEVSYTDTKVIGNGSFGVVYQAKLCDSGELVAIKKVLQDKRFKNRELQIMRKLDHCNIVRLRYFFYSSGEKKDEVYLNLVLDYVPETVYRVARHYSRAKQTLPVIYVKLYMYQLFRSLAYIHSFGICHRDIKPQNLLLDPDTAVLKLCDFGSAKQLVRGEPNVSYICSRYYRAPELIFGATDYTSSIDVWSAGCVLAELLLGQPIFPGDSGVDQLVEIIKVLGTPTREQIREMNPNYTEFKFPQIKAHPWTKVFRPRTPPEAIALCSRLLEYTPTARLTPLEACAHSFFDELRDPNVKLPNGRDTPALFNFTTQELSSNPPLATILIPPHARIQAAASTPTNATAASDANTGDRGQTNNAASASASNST
#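 Assay system: GST-fused GSK3beta enzyme, cell-free / Medium: Tris pH 7.5 buffer with MgCl2, DTT, BSA, heparin / Also added: peptide substrate plus 25 µM ATP (final) / Compound: 10 µM single point / Timing: kinase reaction with compound 60 min at room temperature / Detection: ADP-Glo luminescence / Benchmarks: DMSO neutral wells and GW8510 at 20 µM as positive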
# Platelet DG rel: platelet dense granule release activity. human platelet-rich plasma, SFLLRN dense granule ATP release, luminescence. inhibition, %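 (compounds screened at 7.5 µM in platelet-rich plasma)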. actives 0.22% (n = 300,000);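 active = mean replicate score, as percent of positive control, at or above 50; inconclusive = mean below 50 but at least one replicate at or above 50; inactive = mean and every replicate below 50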
# GSK3 alpha inh: human GSK-3 alpha kinase inhibition; actives 0.1% (n = 320,000); AID 2650; ADP-Glo luminescence, 60 min; inhibition, % at 10 µM; P49840;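 in the data active = inhibition above about 50%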;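 note: GST-tagged GSK-3 alpha with peptide substrate and 25 µM ATP; 0% = DMSO neutral wells and 100% = GW8510 positive control wells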
# PolyA inhibitor: yeast polyadenylation inhibition; S. cerevisiae SKY197-pL101 polyadenylation reporter, beta-gal luminescence; efflux-impaired pdr1/pdr3 knockout yeast; score 100 = 6 SD above DMSO; calls only at 12 µM; actives 0.02% (n = 300,000); AID 1875;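 active = lowest replicate activity score at least 50, where 100 means six control SD above control mean; inconclusive = lowest score under 50 but half or more replicates reach 50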;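 note: yeast exposed to compound for 9 h at 30 °C; higher score means more reporter readthrough which indicates perturbed polyadenylation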
# HDAC3 inhib: blocks human histone deacetylase 3; actives 0.15% (n = 320,000); O15379; inhibition, % at 8.3 µM; recombinant HDAC3, fluorogenic peptide/trypsin coupled, fluorescence; in the data active = inhibition above about 26%, passing the limit was not always enough; inconclusive = no clear call, values can overlap the other calls
# Target sequence (O15379 whole entry, looked up): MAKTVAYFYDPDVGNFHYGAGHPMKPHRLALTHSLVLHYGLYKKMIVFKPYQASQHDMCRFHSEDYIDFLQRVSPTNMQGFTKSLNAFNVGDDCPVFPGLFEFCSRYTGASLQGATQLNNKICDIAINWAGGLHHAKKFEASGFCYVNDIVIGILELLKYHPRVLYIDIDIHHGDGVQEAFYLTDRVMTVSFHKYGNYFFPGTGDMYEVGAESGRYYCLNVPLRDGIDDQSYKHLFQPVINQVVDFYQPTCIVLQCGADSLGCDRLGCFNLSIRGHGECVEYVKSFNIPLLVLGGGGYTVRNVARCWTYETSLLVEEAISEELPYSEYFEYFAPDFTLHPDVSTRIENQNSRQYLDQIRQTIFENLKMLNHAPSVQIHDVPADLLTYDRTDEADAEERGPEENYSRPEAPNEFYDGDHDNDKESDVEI
# HSP90 refold inh: blocks HSP90-mediated luciferase refolding in reticulocyte lysate; actives 0.91% (n = 290,000); Rabbit reticulocyte lysate, luciferase refolding luminescence, 3 h; AID 1789; inhibition, % at 5.6 µM;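 active = inhibition above the screen-wide mean plus 3 SD, computed separately per campaign, cut at about 16% in these data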;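 note: 0% = DMSO wells and 100% = 60 µM geldanamycin wells; inhibitors lower the luminescence because luciferase stays unfolded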
# AI-2 QS modul: Vibrio harveyi AI-2 quorum sensing modulation. actives 0.4% (n = 300,000). Vibrio harveyi JMH597 AI-2 luminescence/OD600 ratio, 9 h; active compounds read low; strain lacks LuxN and CqsS sensors; 0 = neutral-control median. activity change, % at 7.5 µM; in the data active = activity change below about -75%, passing the limit was not always enough; inconclusive = no clear call, values can overlap the other calls;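 note: luminescence divided by OD600 gain over 9 h not by final OD600 alone; inactives centre near 13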
# Dyrk1A ADPGlo: blocks rat Dyrk1A kinase activity; ADP-Glo luminescence, NFATc1 peptide; Q63470; inhibition, % at 12.5 µM; AID 504441; actives 0.43% (n = 310,000); in the data active = inhibition above about 50%;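 note: plate controls were vehicle with enzyme for no effect and no enzyme for full effect; many of its hits are not listed in these tables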
# HSF1 inhib: HSF1 inhibition | NIH3T3-HGL HSE-luciferase, MG132-induced, luminescence 8 h; active compounds read low | AID 2098 | actives 0.77% (n = 300,000) | activity change, negative = inhibition, % at 7.5 µM (by protocol);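 active = more than half of replicate wells show activity change below -50%, luminescence cut by over half; inconclusive = some wells, but at most half, below -50%; inactive = no replicate well below -50%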;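 note: luciferase reports HSF-1 transcriptional activity via heat shock element; 0% = median of DMSO wells and -100% = zero luminescence signal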
# Numbers without * were called inactive; i = inactive; ? = inconclusive; . = no result given.
SMILES,HSF1 activator,GSK3B inh,Platelet DG rel,GSK3 alpha inh,PolyA inhibitor,HDAC3 inhib,HSP90 refold inh,AI-2 QS modul,Dyrk1A ADPGlo,HSF1 inhib
Cn1c(=O)[nH]c(=O)c2c1nc(SCCN1CCOCC1)n2CCCc1ccccc1,-25.5,-1.2,6.4,-0.1,i,0.4,-1.0,2.9,3.0,-2.5
O=C(c1ccccc1)N1N=C(c2ccccc2)CC1c1cccs1 (stereo not given),8.4,0.9,0.1,-3.3,i,-13.8,10.4,-3.1,-0.1,3.0
CC(C)C(=O)N1CCN(c2ccccc2NC(=O)COc2ccc(C3CCCCC3)cc2)CC1,18.8,0.7,3.2,-1.9,i,?,-3.5,19.7,-2.8,11.7
COc1ccc(Cl)cc1N1C(=O)c2cccnc2C1=O,-3.3,4.8,-0.8,-1.9,i,6.2,-1.8,7.6,3.7,2.9
O=[N+]([O-])c1ccc2[nH]c3c(c2c1)CCCC3O (stereo not given),3.5,-2.7,-0.4,5.3,i,1.9,-0.2,-5.6,12.4,-4.1
CC1CCN(C(=O)COc2cccc3c2CCN(Cc2ccccc2)C3=O)CC1,.,4.0,.,1.2,.,10.8,-1.1,0.0,4.4,.
CN(C)CCCNC(=O)C(=O)NCC1OCCN1S(=O)(=O)c1cc(F)ccc1F (stereo not given),-11.9,0.9,0.6,-0.8,i,4.3,1.6,4.5,-3.7,-6.7
COc1ccc(C(C(=O)NC2CCCCC2)N(C(=O)c2cccs2)c2ccc3c(c2)OCO3)cc1 (stereo not given),.,2.1,-0.4,-0.2,i,-4.3,-1.5,11.5,3.4,.
CN(C)S(=O)(=O)c1ccc2c(c1)c(=O)c(C(=O)N1CCN(c3ccccn3)CC1)cn2C,-13.7,-1.6,-6.2,.,i,-1.0,-2.1,-4.7,-6.9,1.1
O=C(O)CC1Sc2nnc(COc3ccc(Cl)cc3)n2N=C1c1ccccc1 (stereo not given),6.5,-4.9,2.4,-6.3,i,6.6,1.6,9.2,4.4,-1.9
COc1cc(C(=O)Nc2ccccc2N2CCCCC2)cc(OC)c1OC,0.7,3.1,10.0,2.1,i,2.7,-2.9,7.2,3.6,-2.0
O=C(CSc1nc2c(c(=O)n1-c1ccc(Cl)cc1)SCC2)NCc1ccco1,-2.7,3.2,1.4,-1.2,i,4.8,4.8,6.5,4.0,-6.1
O=C(CN1C(=O)CCC1=O)Nc1nc(-c2nc3ccccc3s2)cs1,45.5,-2.3,-34.9,-1.0,i,11.2,-6.0,16.5,22.0,33.2
Cc1cccc(C)c1-n1c(SCC(=O)NCc2ccco2)nc2ccccc2c1=O,5.9,-0.4,4.4,.,i,.,-3.1,27.1,1.1,-3.2
O=c1cnnc(Nc2ccc(F)cc2)[nH]1,11.2,0.5,12.5,3.4,i,-2.4,-2.1,8.4,4.8,1.2
Cc1cccc(OCc2nnc(SCC(=O)Nc3ncc(C)s3)o2)c1,-16.7,3.7,?,-1.6,i,2.3,-4.0,7.8,-2.0,1.0
COc1cccc(NC(=O)Nc2cc(C(=O)NC(C)C)ccc2N2CC3CC(C2)c2cccc(=O)n2C3)c1 (stereo not given),-4.9,4.8,-1.8,3.0,i,1.0,-3.8,21.8,-3.6,-0.5
COc1cccc(NC(=O)Nc2nccc(C)n2)c1,24.0,3.0,1.3,-0.6,i,-1.3,2.1,3.6,4.2,10.2
CCN(CC)CCNC(=O)c1cc2cc3ccc(OC)cc3nc2o1,13.2,2.2,0.9,1.2,i,-226.4,-1.6,11.3,46.8,-6.0
CCc1nnc(NC(=O)CSc2nnc(-c3cccnc3)n2CC)s1,-5.6,0.8,-0.7,0.7,i,-7.9,-1.2,28.4,-3.8,0.7
COc1ccc(C(CNC(=O)Cc2ccccc2Cl)N2CCCCC2)cc1 (stereo not given),35.1,-0.1,-0.1,-2.5,i,-2.0,2.4,7.6,3.1,5.1
O=C(CCC(=O)N1CCN(c2ccccc2F)CC1)c1ccc(F)cc1,11.0,1.6,-2.2,-1.5,i,11.2,0.1,21.9,-7.8,5.1
NC(=O)c1ccc(NC(=O)CSc2cn(CC(=O)N3CCOCC3)c3ccccc23)cc1,-5.5,0.4,2.2,-1.0,i,-5.0,-4.1,16.0,2.3,0.1
CC(C)OCCCN1C(=O)c2[nH]nc(-c3ccccc3O)c2C1c1cccc(Cl)c1 (stereo not given),-1.1,2.4,3.0,-2.0,.,8.1,4.0,15.2,3.9,12.9
COc1ccc(NC(=O)CSc2nnnn2C2CC3C=CC2C3)cc1 (stereo not given),-7.1,4.2,-2.6,-3.4,i,1.9,-2.4,-1.5,.,4.5

# Further records
SMILES,HSF1 activator,GSK3B inh,Platelet DG rel,GSK3 alpha inh,PolyA inhibitor,HDAC3 inhib,HSP90 refold inh,AI-2 QS modul,Dyrk1A ADPGlo,HSF1 inhib
CCOC(=O)c1ccc(CNC(=O)Cn2nnc(-c3ccc(C)cc3)n2)o1,-18.1,.,-5.1,1.2,i,1.8,-4.3,.,-4.0,3.2
O=C(O)c1ccc(CNCc2cccc(Cl)c2Cl)cc1,-6.7,1.0,14.9,.,i,.,-4.8,14.4,10.2,-3.0
CC(=O)N1CCN(C(=S)NC(=O)C23CC4CC(CC(C4)C2)C3)CC1,-49.1,-2.1,2.8,0.7,i,1.7,4.0,8.4,-7.7,-34.2
COC(=O)Cc1ccc(OC(=O)c2cccc(S(=O)(=O)N3CCN(C)CC3)c2)cc1,5.5,1.6,1.0,-0.2,.,-6.1,.,2.9,1.6,1.2
CCN(CC)Cc1nc2c(c(=O)[nH]1)C1(CCCCC1)Cc1ccccc1-2,46.9,0.4,-0.4,-1.1,i,2.9,-3.5,-7.6,-32.9,13.8
CCn1c(-c2ccccc2)ccc(C#N)c1=O,6.9,3.4,-1.4,-0.1,i,15.6,-1.7,-2.4,-7.2,-5.3
COc1cccc(NC(=O)C2C3CC4OC(=O)C2C4C3)c1 (stereo not given),-56.9,1.5,-1.8,-3.0,i,6.7,0.3,24.2,1.1,-42.8
CN(Cc1ccc(F)cc1)S(=O)(=O)c1nnc(NC(=O)c2ccccc2Br)s1,-11.0,4.5,2.5,-6.5,i,-2.4,-3.5,25.0,-3.2,-3.2
Cc1ccc(Oc2ccccc2NC(=O)CN2C(=O)NC3(CCCC3)C2=O)cc1,0.2,5.2,3.9,3.8,i,2.4,3.2,11.3,11.1,6.2
COC(=O)c1cc(C)sc1NC(=O)CCc1ccccc1,-7.0,1.0,-5.3,5.1,i,4.0,1.4,12.6,3.3,-0.6
C=CCN1C(=O)/C(=C2/Sc3ccc(OC)cc3N2C)SC1=Nc1ccccc1,12.5,-3.9,-0.9,0.0,i,-4.0,5.0,22.7,0.9,-0.9
CCOC(=O)c1c(NC(=O)CN2C(=O)NC(C)(c3ccc(OC(F)F)cc3)C2=O)sc(C)c1C (stereo not given),15.3,0.8,-2.0,-1.6,i,-3.8,2.9,30.3,-2.2,18.0
O=C(Nc1ccc(C(=O)N2CCOCC2)cc1)c1cc(-c2cccnc2)nc2ccc(Cl)cc12,-7.8,-3.3,-0.6,-2.2,i,6.8,1.8,-1.5,.,0.0
c1cncc(COC2CCCN(Cc3nc(-c4cccs4)no3)C2)c1 (stereo not given),2.9,5.6,-0.6,-2.4,i,5.8,-1.5,4.5,-0.6,9.3
COc1cc(-c2nc3ccccc3s2)ccc1O,26.8,-0.3,1.2,0.0,i,-125.6,2.6,0.7,76.6*,21.4
CCc1nn(CC(=O)NCCc2ccc(OC)cc2OC)c(=O)c2cc3occc3n12,4.4,1.6,3.8,-0.1,i,1.3,-3.2,22.0,2.9,7.1
CCC(C)(C)n1nnnc1C(c1ccccc1)N1CCN(C2CCCC2)CC1 (stereo not given),4.7,1.0,26.6,9.3,i,-6.3,-4.8,20.5,.,-1.6
COc1ccccc1N1CCN(CC(=O)c2ccc3ccn(C(C)=O)c3c2)CC1,-19.3,-1.7,10.5,0.2,i,1.1,1.6,20.2,3.6,-7.6
CCN(CCO)c1ncnc2c1sc1nc(C(C)C)c3c(c12)CC(C)(C)OC3,-4.8,0.3,1.5,0.5,i,-11.5,-0.5,24.5,1.1,-6.4
Oc1c(C(c2ccccn2)N2CCOCC2)ccc2cccnc12 (stereo not given),73.3*,1.7,6.2,-2.2,i,6.9,2.4,-5.8,-13.0,39.3
O=C(CSc1nnc(-c2ccccc2)n1CC1CCCO1)N1CCCC1 (stereo not given),-3.0,2.3,-0.4,-0.2,i,1.4,-1.1,6.6,-0.7,-5.5
CCN(C(=O)CSc1nnc(-c2ccncc2)n1Cc1ccccc1)C1CCS(=O)(=O)C1 (stereo not given),16.0,1.9,14.0,-1.1,i,-1.7,-0.1,22.7,1.0,-4.2
Cn1c(SCC(=O)N2c3ccccc3Sc3ccccc32)nc2ccccc21,7.0,-20.0,-13.9,-2.1,i,5.3,7.2,12.8,-2.1,-7.3
CC(C)(C)C(=O)NCCN1C(=O)S/C(=C\c2ccc([N+](=O)[O-])cc2)C1=O,7.0,-8.1,-6.0,.,i,0.7,-3.8,-6.7,-1.0,-5.9
O=c1oc2cc(O)ccc2cc1-c1nc2c(s1)CCc1ccccc1-2,.,.,.,-1.5,.,-47.6,-0.9,.,1.9,.

# Next compounds follow:
SMILES,HSF1 activator,GSK3B inh,Platelet DG rel,GSK3 alpha inh,PolyA inhibitor,HDAC3 inhib,HSP90 refold inh,AI-2 QS modul,Dyrk1A ADPGlo,HSF1 inhib
COc1ccc(/C=C/CN2CCCC(C(=O)c3ccc(OC)c(F)c3)C2)cc1 (stereo not given),1.7,0.0,16.9,0.7,i,3.1,-1.9,11.3,7.7,0.2
COc1ccc(-c2nc(CS(=O)(=O)CC(=O)NCCc3cc(OC)ccc3OC)c(C)o2)cc1,1.4,1.2,5.3,-4.1,i,-10.1,-4.3,18.2,0.9,-4.9
O=C(Nc1ccc2oc(-c3ccccc3F)nc2c1)c1ccc([N+](=O)[O-])o1,27.8,-3.1,-0.6,-1.8,i,-0.8,4.0,13.3,0.3,20.0
CCOc1ccccc1C1CC(=O)Nc2cc3c(cc21)OCO3 (stereo not given),-17.4,-2.4,2.2,-0.4,i,9.4,2.8,9.3,-5.1,-24.7
Cc1ccc(OCC(=O)Nc2ccc(S(=O)(=O)N3CCCC3)cc2)cc1,-26.7,0.5,10.8,-1.1,i,?,-3.7,?,-7.2,-4.3
Nn1c(COc2ccccc2F)nnc1SCC(=O)NC1CCS(=O)(=O)C1 (stereo not given),-22.3,-4.2,-9.5,-0.8,i,-0.1,.,39.0,2.7,6.0
CCCCn1c(CN2CCN(c3cccc(Cl)c3)CC2)nc2c1c(=O)[nH]c(=O)n2C,-14.4,1.9,-3.1,-1.7,i,-2.7,6.2,0.3,5.1,-3.5

# An excerpt; the hit share may differ from the screen's.
